CRFBP-R2 agonist: agonists of human CRF-binding protein/CRF-R2 receptor complex; HEK293 CRF-R2/CRF-BP, calcium dye fluorescence (FLIPR); percent of saturating CRF peptide response; activation, % at 13.2 µM; 350,000 tested, 0.46% active;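 active means activation of at least 50%, plus an integration ratio under a set limit after plate pattern correction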;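 further: plate controls were neutral control wells without compound for no effect and CRF at EC100 for full effect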
M4 PAM: CHRM4 positive allosteric modulation; AID 624126; activation, % at 3 µM; CHO-K1 hM4/Gqi5, Fluo-8 calcium fluorescence, ACh EC20; 0% = ACh EC20, 100% = maximal ACh; 360,000 tested, 0.4% active;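 active means activation above its plate's cutoff, the mean activation of sample wells plus 3 SD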; further: some results filed as inactive read as strong as hits
Target sequence (P08173 whole entry, looked up): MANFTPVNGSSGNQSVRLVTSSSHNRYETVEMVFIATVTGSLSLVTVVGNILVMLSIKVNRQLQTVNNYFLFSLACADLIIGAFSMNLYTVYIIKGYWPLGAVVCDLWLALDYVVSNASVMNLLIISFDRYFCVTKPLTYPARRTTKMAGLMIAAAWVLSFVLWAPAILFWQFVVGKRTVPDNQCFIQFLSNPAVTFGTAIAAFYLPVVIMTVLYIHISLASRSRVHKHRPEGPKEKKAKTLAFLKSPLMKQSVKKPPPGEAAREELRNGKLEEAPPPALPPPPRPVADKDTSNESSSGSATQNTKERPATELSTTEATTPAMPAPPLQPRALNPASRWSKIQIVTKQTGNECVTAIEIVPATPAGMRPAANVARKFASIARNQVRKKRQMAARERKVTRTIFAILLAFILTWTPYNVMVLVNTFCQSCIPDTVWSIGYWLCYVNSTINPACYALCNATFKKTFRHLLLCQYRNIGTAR
M4 antag: blocks acetylcholine activation of human M4 receptor; AID 624125; inhibition, % at 3 µM; CHO-hM4 cells, ACh EC80, Fluo-8 calcium fluorescence; 360,000 tested, 0.73% active;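 active means inhibition above its plate's cutoff, the mean inhibition of sample wells plus 3 SD, cut at about 27% in these data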;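 further: 0% = acetylcholine EC80 with DMSO and 100% = DMSO without agonist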
CHRM1 antagonist: antagonists of human M1 muscarinic receptor | P11229 | CHO-K1 hM1, Fluo-8 calcium fluorescence, ACh EC80 antagonist | inhibition, % at 3 µM | 360,000 tested, 1.3% active | AID 588852;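 active means percent inhibition above its own plate's cutoff, namely the mean of that plate's compound wells plus 3 SD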;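 further: peak over basal fluorescence ratio during 140 s after agonist addition; 0% = ACh EC80 plus DMSO and 100% = DMSO alone without agonist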
Target sequence (P11229 whole entry, looked up): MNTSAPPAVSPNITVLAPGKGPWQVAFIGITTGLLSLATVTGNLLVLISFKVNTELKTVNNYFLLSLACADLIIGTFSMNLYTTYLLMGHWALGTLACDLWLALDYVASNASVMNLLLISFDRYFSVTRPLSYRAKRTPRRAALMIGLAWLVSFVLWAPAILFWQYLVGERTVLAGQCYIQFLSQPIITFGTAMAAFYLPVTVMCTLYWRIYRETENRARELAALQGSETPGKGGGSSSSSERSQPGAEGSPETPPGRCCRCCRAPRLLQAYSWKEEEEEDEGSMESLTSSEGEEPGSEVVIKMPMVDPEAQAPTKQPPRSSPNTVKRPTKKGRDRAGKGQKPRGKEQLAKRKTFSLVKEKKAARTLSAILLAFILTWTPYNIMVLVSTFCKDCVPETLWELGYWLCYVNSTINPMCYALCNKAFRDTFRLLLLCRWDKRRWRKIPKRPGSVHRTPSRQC
M4 ag: agonists of human muscarinic M4 receptor (CHRM4). P08173. CHO-K1 hM4/Gqi5, Fluo-8 calcium fluorescence; vehicle 0%, full acetylcholine response 100%. activation, % at 3 µM. 360,000 tested, 0.14% active. AID 624127;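 active means activation above the run mean over all test wells plus 3 SD, cut at about 32% in these data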;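 further: peak over basal fluorescence ratio per well then scaled between controls; 0% = DMSO wells and 100% = acetylcholine at EC100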
M1 PAM: human CHRM1 positive allosteric modulation; 360,000 tested, 0.088% active; activation, % at 3 µM; P11229; AID 588819; CHO-K1 hM1, Fluo-8 calcium fluorescence, ACh EC20; 0% = ACh EC20, 100% = maximal ACh; in the data active means activation above about 19%, passing the limit was not always enough
M5 antag: blocks acetylcholine activation of human M5 receptor. P08912. CHO-hM5 cells, Fluo-8 calcium fluorescence, ACh EC80. inhibition, % at 3 µM. 360,000 tested, 0.59% active. AID 624040;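 active means inhibition above a per-plate cutoff, the mean of that plate's test compounds plus 3 SD, cut at about 27% in these data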;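 further: 0% = acetylcholine EC80 with DMSO and 100% = DMSO without agonist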
M5 ag: CHRM5 agonism in calcium assay | P08912 | CHO-K1 hM5 cells, Fluo-8 calcium fluorescence; 0% DMSO wells, 100% maximal acetylcholine response | activation, % at 3 µM | 360,000 tested, 0.19% active;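 active means activation above the run's mean over test compounds plus 3 SD, cut at about 23% in these data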;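 further: signal is peak over basal fluorescence ratio across the kinetic read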
M5 PAM: positive allosteric modulators of human muscarinic M5 receptor. P08912. CHO-K1 hM5, Fluo-8 calcium, ACh EC20 PAM; 0% = ACh EC20, 100% = ACh EC100. activation, % at 3 µM. 360,000 tested, 0.3% active. AID 624038;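 active means activation above the run cutoff, the mean activation of all test compounds plus 3 SD, cut at about 18% in these data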
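System: CHO-K1 hM5 cells. Reagent: acetylcholine, EC20 level. Compound dosing: single dose, 3 µM nominal final test concentration. Timing: Post-acetylcholine fluorescence recording 140 s. Detection: Fluo-8 calcium fluorescence. Read-out: % activation, ACh-normalized. Benchmarks: ACh EC20 and EC100 wells. Repeats: singlicate, one well per test compound.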
An asterisk follows results filed as active; / = not tested or not shown.

SMILES | CRFBP-R2 agonist | M4 PAM | M4 antag | CHRM1 antagonist | M4 ag | M1 PAM | M5 antag | M5 ag | M5 PAM
CC(OC(=O)c1ccccc1C(=O)N(C)Cc1ccccc1)C(=O)NC1(C#N)CCCCC1 (stereo not given) | -1.3 | -7 | -4 | -9 | 3 | 0 | 5 | 0 | -6
Cc1cc2cc(CCNC(=O)C(C)C)c(=O)[nH]c2cc1C | -0.9 | 14 | -11 | -6 | -1 | 7 | -6 | 1 | -1
COc1ccc(S(=O)(=O)N2CCN(CCC(=O)Nc3ccccc3F)CC2)cc1 | 0.3 | 5 | 5 | -22 | 1 | 7 | -3 | 3 | 1
CCCNc1nc(N)nc(-c2cc(Cl)ccc2OC)n1 | 0.0 | 5 | -4 | 7 | 0 | 2 | 5 | -4 | 3
Cc1cc(C)cc(Oc2ccc(C(F)(F)F)cc2C#N)c1 | -0.5 | 1 | -1 | -4 | 0 | -1 | 6 | -3 | -3
CO/N=C(/CS(=O)c1ccc(Br)cc1)c1ccc(OC)cc1 (stereo not given) | 1.7 | -2 | 6 | -33 | 0 | 6 | -5 | 2 | -6
CC1CCC(C(C)C)C(OC(=O)C[n+]2cc(-c3ccc(Cl)cc3)n3c2CCC3)C1 (stereo not given) | 0.5 | -35 | 29* | 85* | 0 | -23 | 53* | -18 | -36
CS(=O)(=O)c1ccc2nc(NC(=O)c3ccc(Cl)nc3)sc2c1 | 4.0 | -7 | -3 | -4 | 4 | 4 | 8 | 2 | -7
Cc1c(CNCCc2ccccc2Cl)c(C(=O)O)c(C)n1-c1ccccc1 | -1.6 | -7 | 10 | -11 | 20 | 8 | 19 | -1 | -7
Cc1cc(C(=O)OCC(=O)N2CCc3ccccc32)c(C)o1 | -1.3 | -3 | 2 | -2 | 1 | 3 | 1 | -5 | 0
CC(C(=O)N1CCc2ccccc21)N1CCc2ccccc2C1 (stereo not given) | -0.8 | -2 | 9 | -4 | 0 | 3 | 4 | -2 | -4
O=C(Nc1ccc2c(c1)OCO2)c1cc(C2CCCCN2S(=O)(=O)c2cccs2)on1 (stereo not given) | / | -2 | 2 | -3 | 3 | -6 | 1 | -2 | 0
CN(C(=O)c1ccc2c(c1)CCN2S(C)(=O)=O)c1ccccc1 | -2.5 | 4 | -3 | -7 | 3 | 7 | 9 | -2 | 0
Cn1c(-c2cc3ccc(OC(=O)C(C)(C)C)cc3oc2=O)nc2ccccc21 | -1.2 | 13 | 8 | 2 | 3 | 2 | 5 | 2 | -1
O=[N+]([O-])c1cccc(NC(=S)NCc2ccncc2)c1 | -0.5 | -2 | 2 | 2 | 2 | 4 | 4 | 1 | -1
Cc1ccccc1OCCCn1c(=O)sc2ccccc21 | 1.1 | -2 | -6 | -6 | -2 | 0 | 2 | -13 | -7
CNC(=O)CSc1nnc(C2CC2)n1-c1ccccc1 | -0.8 | 5 | -4 | 5 | 1 | 6 | 10 | 2 | 4
Cc1ccc(-n2cc(CCCCCCCCC(=O)O)nn2)cc1 | -2.1 | 2 | -2 | -15 | 0 | 10 | 7 | 4 | -2
Cc1cccc(C)c1NC(=O)C(c1ccc(Cl)cc1Cl)N1CCCCC1 (stereo not given) | 10 | 12 | 6 | -11 | 1 | 12 | -6 | -2 | 6
Cc1ccc(S(=O)(=O)Oc2ccc(/C=C3\C(=N)N4N=C(S(C)(=O)=O)SC4=NC3=O)cc2)cc1 | 0.3 | 0 | 4 | 1 | 0 | -3 | 4 | -6 | -5
COc1ccccc1NC(=O)c1ccc(CN2CCOCC2)cc1 | 0.8 | -5 | 6 | 6 | 1 | 1 | 2 | 0 | -3
O=C(NCCN1CCCCC1)c1ccc(Oc2cc(Cl)cc(Cl)c2)o1 | 0.4 | -4 | -1 | -13 | 2 | 4 | 2 | -15 | 2
Cc1cc(C(F)(F)F)nn1CC(=O)N1CCCCC1C (stereo not given) | -0.1 | 4 | 9 | -11 | 0 | 6 | -1 | -1 | 0
CS(=O)(=O)c1ccc(-c2nnc(NC(=O)c3ccco3)o2)cc1 | -1.6 | 3 | 7 | -3 | 1 | 5 | 0 | 2 | 4
Cc1ccc(OCCCC(=O)N2CCOCC2)cc1 | 2.3 | 5 | -8 | 1 | 1 | 1 | -5 | -3 | -2

Among those listed so far, these have a CF3 group:
SMILES | CRFBP-R2 agonist | M4 PAM | M4 antag | CHRM1 antagonist | M4 ag | M1 PAM | M5 antag | M5 ag | M5 PAM
Cc1cc(C)cc(Oc2ccc(C(F)(F)F)cc2C#N)c1 | -0.5 | 1 | -1 | -4 | 0 | -1 | 6 | -3 | -3
Cc1cc(C(F)(F)F)nn1CC(=O)N1CCCCC1C (stereo not given) | -0.1 | 4 | 9 | -11 | 0 | 6 | -1 | -1 | 0

(cont.)
SMILES | CRFBP-R2 agonist | M4 PAM | M4 antag | CHRM1 antagonist | M4 ag | M1 PAM | M5 antag | M5 ag | M5 PAM
COc1ccc(-c2oc3c(c2C(=O)OCCO)C(OCCO)CCC3)cc1 (stereo not given) | / | 0 | 7 | / | 0 | / | 2 | 3 | -1
COc1ccc(NC(=O)c2cccc(N3C(=O)C4CC=C(C)CC4C3=O)c2)c(OC)c1 (stereo not given) | 0.2 | -8 | 3 | 1 | 13 | 1 | 8 | 2 | -6
Cc1ccc(NC(=O)CNC(=O)c2ccc3c(c2)OCO3)nc1 | -0.8 | 10 | -4 | -4 | 2 | 12 | -8 | -1 | 11
O=c1[nH]ncc2c3ccccc3n(Cc3ccccc3F)c12 | -2.2 | 2 | 14 | -2 | 0 | 10 | -6 | -2 | 0
COc1ccc(OCC(=O)Nc2nc3ccccc3[nH]2)cc1 | 2.6 | 3 | 7 | -4 | 2 | 8 | -6 | 1 | 1
Cc1cc(C(=O)NCCc2ccc(S(N)(=O)=O)cc2)c(C)o1 | -1.1 | 1 | 3 | -2 | 0 | 7 | 11 | 0 | 10
O=C(CCCn1ncn2c(cc3occc32)c1=O)NCc1ccccc1F | -1.8 | -1 | 1 | 4 | 1 | 0 | -6 | 1 | 0
Oc1ccc(/C=N/n2c(-c3ccco3)csc2=Nc2cccnc2)c(O)c1 | -2.4 | -11 | 6 | 12 | 5 | -5 | 4 | -1 | -10
CC(C)Cn1nc(C(=O)Nc2cccc(C(=O)NC3CC3)c2)c2ccccc2c1=O | -2.1 | 1 | -1 | 7 | 6 | -1 | 7 | 8 | -3
C=CCn1c(=N)c(C#N)cc2c(=O)n3ccccc3nc21 | -2.7 | 4 | 12 | -5 | -1 | 6 | -6 | 1 | 4
CC1(NC(=O)c2cc(S(=O)(=O)N3CCCCC3)ccc2Cl)CCS(=O)(=O)C1 (stereo not given) | -0.8 | -7 | 6 | 8 | 0 | -3 | -5 | 2 | 3
CCOC(=O)c1ccc(CN(Cc2ccc(C)cc2)S(=O)(=O)c2cccc([N+](=O)[O-])c2)cc1 | 1.2 | 0 | 1 | -5 | 1 | 3 | 3 | 0 | -7
CC(Sc1nncn1C)C(=O)Nc1cc(C(F)(F)F)ccc1N1CCOCC1 (stereo not given) | 0.2 | -3 | -5 | -6 | 0 | 8 | 5 | 1 | 2
Cc1ccc(C(=O)c2nccn2C)cc1C | -3.9 | 5 | -3 | 0 | 0 | 5 | 8 | -3 | 2
O=C(c1ccc(Cl)c([N+](=O)[O-])c1)N(Cc1cccc(Cl)c1)C1CCS(=O)(=O)C1 (stereo not given) | -2.1 | -4 | 5 | -2 | 4 | 0 | 5 | 0 | 3
Cc1cc(C)nc(N2CCN(C(=O)CCC(=O)Nc3nnc(C(C)C)s3)CC2)n1 | 0.6 | -2 | 4 | 0 | 2 | -1 | 3 | 0 | -3
Cc1cc(C)nc(SCc2cn3c(C)cccc3n2)n1 | -1.9 | -5 | 7 | -7 | -1 | 6 | 6 | -4 | 0
COc1ccc(CCNS(=O)(=O)c2ccc3c(c2)NC(=O)CCS3)cc1OC | 12 | 6 | -16 | -16 | 1 | 11 | -6 | 6 | 20*
CC12CC3CC(C)(C1)CC(C(=O)NC1=NCCS1)(C3)C2 | 1.6 | -2 | 3 | -4 | 1 | 4 | 4 | -4 | -3
COC(=O)[C@H](Cc1ccccc1)NC(=O)Cn1cnc2c(OCc3ccccc3)ncnc21 | -0.3 | 7 | -22 | -11 | 5 | 9 | -1 | -1 | -3
CCOC(=O)N1CCN(C(=O)Nc2ccc(Cl)cc2)CC1 | -1.8 | 4 | -2 | 13 | 1 | -6 | -3 | 0 | -1
Cn1c(CC(=O)Nc2ccccc2F)nnc1SCC(=O)Nc1nncs1 | 0.5 | 3 | -8 | 5 | 0 | 3 | 4 | -2 | 4
O=C(Nc1nnc(SCc2ccccc2)s1)C1=COCCO1 | 1.7 | -6 | -14 | 9 | 4 | -10 | 2 | -9 | -21
COc1ccccc1C(O)P(=O)(OC1CCCCC1)OC1CCCCC1 (stereo not given) | 3.2 | 6 | -3 | -1 | 1 | 2 | 1 | 4 | 4
CN=C(Nc1ccccc1)SC1CC(=O)N(c2ccc(C(=O)OC)cc2)C1=O (stereo not given) | 0.4 | -7 | -9 | 1 | 8 | -11 | 7 | 0 | -12

Continuation:
SMILES | CRFBP-R2 agonist | M4 PAM | M4 antag | CHRM1 antagonist | M4 ag | M1 PAM | M5 antag | M5 ag | M5 PAM
O=C(/C=C/c1ccccc1)NCCCNC(=O)/C=C/c1ccccc1 | -2.9 | -6 | 5 | 14 | 1 | -7 | 6 | -6 | -3
O=C(Cc1cccc2ccccc12)NCC(=O)Nc1ccccc1F | -0.8 | -1 | -2 | -4 | 2 | 4 | 0 | -1 | -4
CCn1c(SCC(N)=O)nnc1-c1ccc2c(c1)OCO2 | 1.0 | -6 | 0 | -9 | 0 | 4 | 9 | -1 | -6
O=C(NCc1ccco1)c1cccc(Nc2nc3ccc(Br)cc3[nH]2)c1 | -2.5 | 4 | 0 | 1 | 10 | 3 | 6 | 3 | -3
COc1ccc(CN2CCN(C(=O)c3ccco3)CC2)c(OC)c1OC | 0.8 | 9 | -14 | -19 | 1 | 12 | -30 | -1 | 17
Cc1nn(CC(C)C(=O)N2CCN(S(=O)(=O)c3ccc(Cl)cc3)CC2)c(C)c1C (stereo not given) | -1.7 | 8 | -5 | -7 | 6 | 4 | 10 | -1 | -6
O=C(NCCN1CCCCC1)Nc1ccccc1 | -1.7 | -2 | -10 | -7 | 1 | 4 | 3 | -3 | -3
CC12CN(S(=O)(=O)c3ccccc3)CC(C)(CN(S(=O)(=O)c3ccccc3)C1)C2 | 14 | 10 | 5 | -4 | 0 | 8 | -5 | 4 | 5
O=S(=O)(NC1CC1)c1ccc(F)c(F)c1 | -1.0 | 2 | 1 | -6 | 1 | 3 | 1 | -1 | 3
CN1CCCN(C(=O)CNC(=O)Cc2ccccc2)CC1 | 3.1 | -4 | -2 | -9 | 0 | 4 | 10 | -2 | -1
CCN(C[C@H]1N[C@@](Cc2ccccc2)(C(=O)OC)[C@H]2C(=O)N(Cc3ccccc3)C(=O)[C@@H]12)S(=O)(=O)c1ccc(OC(F)(F)F)cc1 | 4.9 | 7 | -3 | 5 | 0 | 0 | 3 | 1 | 1
COc1ccc(CC(=O)N2N=C(c3ccncc3)CC2(O)C(F)(F)F)cc1 (stereo not given) | -1.0 | 0 | -2 | -12 | 2 | 7 | 6 | 0 | -5
Cc1ccc(C)c(S(=O)(=O)N(C)c2ccc(OC(=O)C3CCN(C(=O)Nc4ccccc4)CC3)cc2)c1 | 1.8 | -7 | 15 | 17 | 11 | -6 | 1 | 5 | -16
CC(=O)Nc1ccc(S(=O)(=O)NCCc2ccc(F)cc2)cc1 | 0.5 | -2 | 2 | -8 | 4 | 8 | 3 | 5 | -9

Screens deposited in PubChem BioAssay by several laboratories.

Compounds as they come; overall some 2.8% were active at least once.
